CHRM1 PAM = positive allosteric modulators of human M1 muscarinic receptor; P11229; CHO-K1 hM1, Fluo-8 calcium fluorescence, ACh EC20; 0% = ACh EC20, 100% = maximal ACh; activation, % at 3 µM; 360,000 tested, 0.088% active; AID 588819; in the data active = activation above about 19%, passing the limit was not always enough
Target sequence (P11229 whole entry, looked up): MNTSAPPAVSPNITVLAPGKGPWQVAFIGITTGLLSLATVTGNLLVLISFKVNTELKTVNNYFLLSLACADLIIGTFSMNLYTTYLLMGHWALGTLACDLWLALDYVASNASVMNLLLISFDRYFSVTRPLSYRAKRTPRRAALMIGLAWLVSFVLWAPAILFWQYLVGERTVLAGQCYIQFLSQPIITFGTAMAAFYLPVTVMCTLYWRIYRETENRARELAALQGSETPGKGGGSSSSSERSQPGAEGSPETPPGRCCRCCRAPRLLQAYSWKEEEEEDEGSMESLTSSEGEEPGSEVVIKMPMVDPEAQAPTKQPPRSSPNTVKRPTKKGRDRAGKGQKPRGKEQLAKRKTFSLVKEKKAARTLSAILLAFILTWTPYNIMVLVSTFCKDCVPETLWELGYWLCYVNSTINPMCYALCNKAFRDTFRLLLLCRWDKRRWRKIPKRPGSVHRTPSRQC
OXTR potentiate = potentiators of human oxytocin receptor; CHO-OTR cells, Fluo-8 calcium fluorescence, potentiator mode; 0% = oxytocin EC15, 100% = EC100; AID 2445; P30559; activation, % at 3 µM; 320,000 tested, 0.061% active;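 active = activation above that plate's cutoff, the mean activation of tested compounds plus 3 SD, cut at about 6.6% in these data, passing the limit was not always enough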;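 note: 100% uses oxytocin at 75 nM as the full agonist control; some results filed as inactive read as strong as hits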
Target sequence (P30559 whole entry, looked up): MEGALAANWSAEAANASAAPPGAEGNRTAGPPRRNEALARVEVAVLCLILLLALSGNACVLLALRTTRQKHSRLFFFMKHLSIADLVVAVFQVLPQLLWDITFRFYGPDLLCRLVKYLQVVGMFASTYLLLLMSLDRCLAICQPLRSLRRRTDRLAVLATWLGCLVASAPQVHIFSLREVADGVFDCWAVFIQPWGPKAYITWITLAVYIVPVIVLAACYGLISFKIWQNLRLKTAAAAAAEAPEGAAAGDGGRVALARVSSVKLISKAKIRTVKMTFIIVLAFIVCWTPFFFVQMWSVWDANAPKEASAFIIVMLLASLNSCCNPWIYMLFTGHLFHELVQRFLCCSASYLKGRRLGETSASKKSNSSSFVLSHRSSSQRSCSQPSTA
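Assay system: CHO cell line stably expressing human OTR. Reagent: EC15 oxytocin agonist. Dosing: single dose, 3.0 µM nominal final compound concentration. Timing: compound 6 min at room temperature before oxytocin, 100 s read. Signal: kinetic Fluo-8 calcium fluorescence. Controls: oxytocin EC15 low and EC100 high.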
CHO parental Ca = counter-screen for OX1R antagonists: effect in parental CHO cells. parental CHO-K1, ATP-induced calcium, Fluo-8 fluorescence. inhibition, % at 5.6 µM. 330,000 tested, 0.63% active. AID 463079;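 active = inhibition above that plate's mean sample inhibition plus 3 SD, cut at about 26% in these data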;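 note: 0% = ATP-challenged DMSO wells and 100% = DMSO wells without ATP; some compounds past the cut are filed as inactive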
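Assay system: parental CHO cells; Read-out basis: percent inhibition of ATP-evoked calcium rise, normalized to controls; Benchmarks: ATP and no-ATP DMSO wells; Compound dosing: single nominal dose of 5.6 µM per compound; Signal: Fluo-8 calcium dye fluorescence; Also added: ATP as calcium-mobilizing challenge; Repeats: singlicate.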
CHO-K1 Ca antag = counter-screen for M1 antagonists: effect in parental CHO-K1 cells. ATP-induced calcium, Fluo-8 fluorescence. inhibition, % at 3 µM. 360,000 tested, 0.6% active;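 active = inhibition above a per-plate cutoff, the plate's mean sample inhibition plus 3 SD, cut at about 24% in these data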;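 note: 0% = DMSO plus EC80 ATP and 100% = DMSO alone without ATP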
M1 ag = activates human CHRM1 receptor | CHO-K1 hM1, Fluo-8 calcium fluorescence, agonist mode; 0% DMSO, 100% acetylcholine EC100 | activation, % at 3 µM | P11229 | 360,000 tested, 0.33% active;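 active = activation above the run's mean compound activation plus 3 SD, cut at about 16% in these data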;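 note: peak over basal fluorescence ratio within a 140 s kinetic read after compound addition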
CHRM4 agonist = CHRM4 agonism in calcium assay; 360,000 tested, 0.14% active; CHO-K1 hM4/Gqi5, Fluo-8 calcium fluorescence; vehicle 0%, full acetylcholine response 100%; P08173; activation, % at 3 µM; AID 624127;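 active = activation above the run mean over all test wells plus 3 SD, cut at about 32% in these data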;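 note: peak over basal fluorescence ratio per well then scaled between controls; 0% = DMSO wells and 100% = acetylcholine at EC100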
CHRM1 antagonist = blocks human M1 muscarinic receptor; P11229; CHO-K1 hM1, Fluo-8 calcium fluorescence, ACh EC80 antagonist; inhibition, % at 3 µM; 360,000 tested, 1.3% active; AID 588852;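 active = percent inhibition above its own plate's cutoff, namely the mean of that plate's compound wells plus 3 SD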;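 note: peak over basal fluorescence ratio during 140 s after agonist addition; 0% = ACh EC80 plus DMSO and 100% = DMSO alone without agonist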
M4 antag = blocks acetylcholine activation of human M4 receptor; inhibition, % at 3 µM; CHO-hM4 cells, ACh EC80, Fluo-8 calcium fluorescence; AID 624125; 360,000 tested, 0.73% active; P08173;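 active = inhibition above its plate's cutoff, the mean inhibition of sample wells plus 3 SD, cut at about 27% in these data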;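 note: 0% = acetylcholine EC80 with DMSO and 100% = DMSO without agonist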
M1 ag parental = nonselective activator or artifact in parental CHO-K1 cells; Fluo-8 calcium fluorescence; scaled to maximal ATP response, vehicle zero; activation, % at 3 µM; 360,000 tested, 0.48% active; in the data active = activation above about 15%;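 note: untransfected CHO-K1 host cells lacking M1 receptor as counterscreen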
Active calls of the source: *.

`CCNc1nc(NCC)n2c(SCc3nc4ccccc4c(=O)[nH]3)nnc2n1` gave CHRM1 PAM 4, OXTR potentiate -17, CHO parental Ca 1, CHO-K1 Ca antag 13, M1 ag -2, CHRM4 agonist 0, CHRM1 antagonist -3, M4 antag 3 and M1 ag parental 0.8.
FC(F)(F)c1nnc2ccc(N3CCOCC3)nn12 was read as CHRM1 PAM -1, OXTR potentiate -15, CHO parental Ca 11, CHO-K1 Ca antag -4, M1 ag 0, CHRM4 agonist 0, CHRM1 antagonist -15, M4 antag -4 and M1 ag parental 0.7.
COC(=O)/C(=C\C(=O)c1ccccc1)Nc1cccc(C(F)(F)F)c1 was read as CHRM1 PAM 7, OXTR potentiate -9, CHO parental Ca -11, CHO-K1 Ca antag -7, M1 ag -1, CHRM4 agonist 1, CHRM1 antagonist -16, M4 antag -4 and M1 ag parental 0.2.
`Cc1cccc(C)c1NC1=NC(=S)N(c2ccccc2)C12CCOC(C)(C)C2` (stereo not given) gave CHRM1 PAM 1, OXTR potentiate -19, CHO parental Ca -30, CHO-K1 Ca antag 2, M1 ag -5, CHRM4 agonist 0, CHRM1 antagonist -5, M4 antag 5 and M1 ag parental 0.2.
`COc1cc(C(=O)Nc2sc3c(c2C#N)CCN(C(C)=O)C3)cc(OC)c1OC` gave CHRM1 PAM -4, OXTR potentiate -5, CHO parental Ca -3, CHO-K1 Ca antag 8, M1 ag -1, CHRM4 agonist 1, CHRM1 antagonist 4, M4 antag -2 and M1 ag parental 0.1.
Cc1ccc2nsnc2c1S(=O)(=O)N1CCCC1C(=O)O (stereo not given) was read as CHRM1 PAM 8, OXTR potentiate 0, CHO parental Ca -5, CHO-K1 Ca antag 3, M1 ag -6, CHRM4 agonist 0, CHRM1 antagonist -8, M4 antag 1 and M1 ag parental 0.2.
`O=C(/C=C/c1cccc([N+](=O)[O-])c1)N1CCN(S(=O)(=O)c2cccs2)CC1` gave CHRM1 PAM 3, OXTR potentiate -2, CHO parental Ca -16, CHO-K1 Ca antag -7, M1 ag -12, CHRM4 agonist 3, CHRM1 antagonist -13, M4 antag -9 and M1 ag parental 1.5.
Screening CCOC(=O)N1CCN(Cc2nc(-c3ccc(OC)cc3)no2)CC1 returned CHRM1 PAM -5, OXTR potentiate -8, CHO parental Ca -9, CHO-K1 Ca antag -1, M1 ag 0, CHRM4 agonist 5, CHRM1 antagonist 11, M4 antag -5 and M1 ag parental 7.9.
For CC(=O)Oc1ccc(C(=O)Nc2cccc(-c3nnc(-c4ccco4)o3)c2)cc1 the results were CHRM1 PAM -8, OXTR potentiate -7, CHO parental Ca -8, CHO-K1 Ca antag 1, M1 ag 15, CHRM4 agonist 6, CHRM1 antagonist 12, M4 antag -8 and M1 ag parental 24*.
For Cc1ccc(S(=O)(=O)NC(=O)C2CCCCC2)cc1 the results were CHRM1 PAM -2, OXTR potentiate 3, CHO parental Ca -7, CHO-K1 Ca antag -10, M1 ag -4, CHRM4 agonist 1, CHRM1 antagonist 1, M4 antag 7 and M1 ag parental -0.3.
For COc1cccc(OCC(=O)NNC(=O)CCc2ccccc2)c1 the results were CHRM1 PAM 9, OXTR potentiate -2, CHO parental Ca -18, CHO-K1 Ca antag -14, M1 ag -8, CHRM4 agonist 1, CHRM1 antagonist -6, M4 antag -4 and M1 ag parental 1.0.
Screening CC(C)c1ccc(C(=O)CSc2ncn[nH]2)cc1 returned CHRM1 PAM 5, OXTR potentiate 0, CHO parental Ca -15, CHO-K1 Ca antag -15, M1 ag -8, CHRM4 agonist 1, CHRM1 antagonist -11, M4 antag 9 and M1 ag parental 2.4.
`CC(OC(=O)c1cccs1)C(=O)Nc1nc(-c2ccccc2)cs1` (stereo not given) gave CHRM1 PAM -3, OXTR potentiate -9, CHO parental Ca -15, CHO-K1 Ca antag -6, M1 ag -8, CHRM4 agonist 4, CHRM1 antagonist 1, M4 antag -13 and M1 ag parental 1.3.
Screening COc1ccc(OC)c(S(=O)(=O)Nc2ccc3oc4c(c3c2)C(=O)CCC4)c1 returned CHRM1 PAM 6, OXTR potentiate 3, CHO parental Ca -1, CHO-K1 Ca antag -4, M1 ag 0, CHRM4 agonist 2, CHRM1 antagonist -6, M4 antag -2 and M1 ag parental 0.7.
For Cc1cc([N+](=O)[O-])ccc1NC(=O)CSc1nncn1-c1cccnc1 the results were CHRM1 PAM 10, OXTR potentiate -11, CHO parental Ca -8, CHO-K1 Ca antag -14, M1 ag -4, CHRM4 agonist 0, CHRM1 antagonist -14, M4 antag 1 and M1 ag parental 1.6.
`O=C(COC(=O)c1ccc(F)cc1F)Nc1cccc(S(=O)(=O)N2CCOCC2)c1` gave CHRM1 PAM 10, CHO-K1 Ca antag -10, M1 ag 3, CHRM4 agonist 6, CHRM1 antagonist -12, M4 antag 0 and M1 ag parental 4.2.
Clc1nccc(NCc2ccccc2)n1 was read as CHRM1 PAM 2, OXTR potentiate 0, CHO parental Ca -6, CHO-K1 Ca antag -2, M1 ag -1, CHRM4 agonist 1, CHRM1 antagonist 0, M4 antag 0 and M1 ag parental 0.6.
Screening COCCNC(=O)c1cccc(S(=O)(=O)N2CC3(C)CC2CC(C)(C)C3)c1 (stereo not given) returned CHRM1 PAM 5, OXTR potentiate -17, CHO parental Ca -17, CHO-K1 Ca antag 9, M1 ag -3, CHRM4 agonist 2, CHRM1 antagonist -3, M4 antag -8 and M1 ag parental 0.2.
For Cc1cc(C)nc(SCc2nc(N)nc(-c3ccccc3O)n2)n1 the results were CHRM1 PAM -5, OXTR potentiate -3, CHO parental Ca -13, CHO-K1 Ca antag 20, M1 ag -1, CHRM4 agonist 4, CHRM1 antagonist 14, M4 antag 1 and M1 ag parental 1.8.
COc1ccc(CCNC(=O)c2cc3c(=O)n(C)c4ccccc4c3n2C)cc1OC was read as CHRM1 PAM 2, OXTR potentiate -4, CHO parental Ca -11, CHO-K1 Ca antag 10, M1 ag 0, CHRM4 agonist 3, CHRM1 antagonist -5, M4 antag 0 and M1 ag parental 1.0.
`CSCC[C@@H](CO)NC(=O)c1ccc2nc(C3CCCCC3)oc2c1` gave CHRM1 PAM 3, OXTR potentiate -6, CHO parental Ca 0, CHO-K1 Ca antag -1, M1 ag -4, CHRM4 agonist 1, CHRM1 antagonist -3, M4 antag -17 and M1 ag parental 0.1.
Screening CCC(C)c1ccc(C2C3=C(Nc4nc(N)[nH]c(=O)c42)c2ccccc2C3=O)cc1 (stereo not given) returned CHRM1 PAM 7, OXTR potentiate -14, CHO parental Ca 3, CHO-K1 Ca antag -5, M1 ag -1, CHRM4 agonist 0, CHRM1 antagonist -11, M4 antag -5 and M1 ag parental 0.4.
O=C(Nc1nnc(/C=C/c2ccccc2)s1)c1ccco1 was read as CHRM1 PAM 5, OXTR potentiate -1, CHO parental Ca -7, CHO-K1 Ca antag 2, M1 ag 0, CHRM4 agonist 3, CHRM1 antagonist -10, M4 antag 7 and M1 ag parental 2.3.
`O=C(O)c1ccccc1NCc1ccncc1` gave CHRM1 PAM 7, OXTR potentiate -2, CHO parental Ca 0, CHO-K1 Ca antag -10, M1 ag -6, CHRM4 agonist 0, CHRM1 antagonist 0, M4 antag 17 and M1 ag parental 0.2.
C[C@H](NC(=O)c1ccc2c(c1)OCO2)c1nnc2ccccn12 was read as CHRM1 PAM -1, OXTR potentiate -5, CHO parental Ca -1, CHO-K1 Ca antag -7, M1 ag -2, CHRM4 agonist 0, CHRM1 antagonist 0, M4 antag -1 and M1 ag parental 0.0.
Screening CC(C)Oc1ccc(S(=O)(=O)N2CCOCC2)cc1NC(=O)CCCSc1ccccc1 returned CHRM1 PAM -2, CHO-K1 Ca antag -4, M1 ag -4, CHRM4 agonist 6, CHRM1 antagonist 0, M4 antag -7 and M1 ag parental 0.0.
`Cc1cccn2c(=O)c3cc(S(=O)(=O)c4ccc(Br)cc4)c(=N)n(C4CCCCC4)c3nc12` gave CHRM1 PAM -2, OXTR potentiate -7, CHO parental Ca 1, CHO-K1 Ca antag -16, M1 ag -3, CHRM4 agonist 0, CHRM1 antagonist 3, M4 antag 9 and M1 ag parental 0.9.
For COc1ccc(/C=C/C(=O)OCC(=O)Nc2cccc(Oc3ccccc3)c2)c(OC)c1 the results were CHRM1 PAM 4, OXTR potentiate -9, CHO parental Ca -6, CHO-K1 Ca antag -1, M1 ag -4, CHRM4 agonist 5, CHRM1 antagonist -16, M4 antag -7 and M1 ag parental 3.4.
Screening COc1ccc(S(=O)(=O)N2CCN(c3ncnc4c(-c5ccccc5)nsc34)CC2)cc1 returned CHRM1 PAM 8, OXTR potentiate -3, CHO parental Ca -10, CHO-K1 Ca antag -9, M1 ag 6, CHRM4 agonist 1, CHRM1 antagonist -11, M4 antag -8 and M1 ag parental 0.5.
`CCOc1ccccc1OCCCC(=O)N(CC)CC(=O)Nc1c(F)cccc1F` gave CHRM1 PAM 1, OXTR potentiate 1, CHO parental Ca -12, CHO-K1 Ca antag -11, M1 ag -2, CHRM4 agonist 8, CHRM1 antagonist -1, M4 antag -2 and M1 ag parental 1.9.
`COc1ccc(NC(=O)COC(=O)c2ccc3ccccc3n2)cc1` gave CHRM1 PAM 1, OXTR potentiate -3, CHO parental Ca -3, CHO-K1 Ca antag -13, M1 ag -5, CHRM4 agonist 5, CHRM1 antagonist -3, M4 antag -11 and M1 ag parental 0.9.
`Cc1oc(-c2ccccc2Cl)[n+]([O-])c1C` gave CHRM1 PAM -5, OXTR potentiate -3, CHO parental Ca 4, CHO-K1 Ca antag -12, M1 ag -3, CHRM4 agonist 1, CHRM1 antagonist 11, M4 antag 5 and M1 ag parental 0.2.
`CC(=O)c1c(C)oc2ccc(N(C(=O)c3ccncc3)S(=O)(=O)c3ccccc3)cc12` gave CHRM1 PAM -2, OXTR potentiate -12, CHO parental Ca 11, CHO-K1 Ca antag 1, M1 ag -1, CHRM4 agonist 5, CHRM1 antagonist 7, M4 antag -1 and M1 ag parental 2.0.
For S=C1NCN(Cc2ccco2)CN1CCc1ccccc1 the results were CHRM1 PAM -1, OXTR potentiate -3, CHO parental Ca -3, CHO-K1 Ca antag -3, M1 ag -2, CHRM4 agonist 12, CHRM1 antagonist 1, M4 antag -1 and M1 ag parental 2.0.
`CCCn1c(=O)[nH]c(=O)c2c1nc(-c1ccccc1)n2CCN1CCOCC1` gave CHRM1 PAM 10, OXTR potentiate -8, CHO parental Ca -9, CHO-K1 Ca antag -21, M1 ag -3, CHRM4 agonist 0, CHRM1 antagonist -13, M4 antag 0 and M1 ag parental 0.8.
`CCc1ccc(OC(C)C(=O)N(Cc2ccco2)C2CCS(=O)(=O)C2)cc1` (stereo not given) gave CHRM1 PAM 4, OXTR potentiate -9, CHO parental Ca -11, CHO-K1 Ca antag -8, M1 ag -2, CHRM4 agonist 3, CHRM1 antagonist -7, M4 antag -15 and M1 ag parental 0.2.
`COc1ccc(NC(=O)C(C)N2C(=O)c3ccccc3C2=O)c(OC)c1` (stereo not given) gave CHRM1 PAM 10, OXTR potentiate -6, CHO parental Ca -15, CHO-K1 Ca antag -18, M1 ag 0, CHRM4 agonist 0, CHRM1 antagonist -15, M4 antag -3 and M1 ag parental 0.9.

Screening data deposited in PubChem BioAssay by The Scripps Research Institute Molecular Screening Center.
